TDP1 cell CPT: DT40-hTDP1 cell growth loss with CPT; chicken DT40 Tdp1-/-;hTDP1 cells + 20 nM CPT, ATP luminescence, 48 h; Potency, µM (doses to about 46.2 µM), for inactives: at the highest dose activity change, negative = growth inhibition, hits mostly inhibitors; 420,000 tested, 12% active; AID 686979; note: nearly all actives have a fitted effect of over 55% in size
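Chicken DT40 Tdp1-/- cells complemented with human TDP1, 400 cells/well, exposed to compounds plus 20 nM camptothecin for at least 48 h at 37 C; viability read as ATP content by CellTiter-Glo luminescence.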
KAT2A inh: inhibitors of human GCN5L2 histone acetyltransferase | GCN5L2 HAT assay, ThioGlo1 CoA-SH fluorescence | AID 504327 | 390,000 tested, 0.21% active | Potency, µM (doses to about 58.9 µM), without a hit: at the top dose activity change, negative = inhibition, usual class: inhibitors
Target sequence (Q92830 whole entry, looked up): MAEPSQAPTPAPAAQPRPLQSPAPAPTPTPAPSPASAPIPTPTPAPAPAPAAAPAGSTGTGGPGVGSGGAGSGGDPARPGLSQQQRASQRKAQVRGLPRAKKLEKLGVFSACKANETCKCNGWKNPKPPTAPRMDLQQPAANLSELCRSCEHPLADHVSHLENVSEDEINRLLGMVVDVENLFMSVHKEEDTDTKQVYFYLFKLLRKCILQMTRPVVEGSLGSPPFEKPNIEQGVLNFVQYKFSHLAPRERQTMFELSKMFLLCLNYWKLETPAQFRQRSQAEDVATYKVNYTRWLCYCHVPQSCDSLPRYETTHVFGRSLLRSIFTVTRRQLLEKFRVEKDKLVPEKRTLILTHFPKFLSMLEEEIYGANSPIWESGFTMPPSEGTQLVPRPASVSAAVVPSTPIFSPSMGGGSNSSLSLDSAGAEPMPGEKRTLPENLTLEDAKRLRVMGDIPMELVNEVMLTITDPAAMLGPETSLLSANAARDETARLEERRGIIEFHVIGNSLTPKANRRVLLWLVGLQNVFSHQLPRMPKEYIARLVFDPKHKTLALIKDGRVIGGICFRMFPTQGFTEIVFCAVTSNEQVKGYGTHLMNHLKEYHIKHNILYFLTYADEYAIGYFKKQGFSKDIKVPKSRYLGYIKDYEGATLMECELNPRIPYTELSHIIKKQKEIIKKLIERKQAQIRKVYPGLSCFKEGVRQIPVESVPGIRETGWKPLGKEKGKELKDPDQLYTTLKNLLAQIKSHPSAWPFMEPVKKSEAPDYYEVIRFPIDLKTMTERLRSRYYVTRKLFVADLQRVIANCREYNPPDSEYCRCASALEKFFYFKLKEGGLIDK
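GCN5L2 (20nM final) in 50mM HEPES, 0.1mM EDTA pH 7.5, 0.01% Tween-20 was preincubated 15 min at room temperature with compound, then given ThioGlo1 (50uM), H3(1-25) peptide (75uM) and acetyl-CoA (70uM); CoA-thiol fluorescence (Ex340/Em540) was read at 0 and 20 min.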
FEN1 inh: inhibitors of human flap endonuclease 1. P39748. Potency, µM (series often up to 114 µM), without a hit: at the top dose activity change, negative = inhibition, most hits filed as inhibitors. Recombinant FEN1 flap cleavage, fluorescence, 15 min. 390,000 tested, 0.35% active; note: nearly all actives have a fitted effect of over 65% in size
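Concentration–response screening of FEN1 (10 nM): 15 min compound preincubation at room temperature, reaction started with 50 nM substrate and read at 0 and 15 min. Corrected, normalized data were fitted by a four-parameter Hill equation.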
* hit, by the source's call; u = inconclusive; x = not tested or not shown; & = joins results of further samples; [ ] = dose if it differs, or a comment. Calls come from the whole dose curve; as a rule, active = well fitted curve in the direction sought with a large enough effect; inconclusive = small, poorly fitted or top-dose-only effect, or another doubt; inactive = no such curve, though single readings can be large; an effect the other way counts as inactive or inconclusive. % is set by controls: 0 for no effect and ±100 for the full control effect; potency is the fitted concentration of half-maximal effect. The list is partial (hit frequency here may not be typical).

1) O=C(Nc1ccc(C(=O)N2CCCCC2)cc1)C1CCCC1
2) O=C(CN1C(=O)NC2(CCCCC2)C1=O)NCCc1ccc(Cl)cc1Cl
3) Cc1ccc(NC(=O)CN(CCc2ccccc2)S(C)(=O)=O)cc1
4) Cc1c(C)n(C)c2ccc(C(=O)NCCCN3CCN(C)CC3)cc12
5) CCC(=O)Nc1ccc(C(=O)NCc2ccccn2)cc1
6) O=C(CSc1nc(=O)n2ccccc2n1)Nc1ccc2c(c1)OCCO2
7) COc1ccc(NC(=O)c2cc(C)no2)cc1OC
8) COC(=O)c1cccc(NC(=O)Nc2ccccc2OC)c1
9) CCOC(=O)c1nc2ccccc2nc1C
10) CCOC(=O)N1CCC(N(CCCOC)C(=O)Nc2cccc(OC)c2)CC1

assay / compound,1,2,3,4,5,6,7,8,9,10
TDP1 cell CPT,-12%,u,-16%,-1%,5%,u,13%,u,-16%,u
KAT2A inh,x,-8%,0%,-5%,-1%,-2%,1%,-4%,-2%,-9%
FEN1 inh,-2%,0%,-3%,-3%,2%,-2%,12%,15%,5%,-16%

11) COC(=O)C1=C(NC(=O)c2ccc(C)cc2)CCS1
12) COc1cc2cnc(CCO[C@H]3CCCCO3)cc2cc1OC
13) CCC(C)(C)NC(=O)C(c1ccncc1)N(Cc1cccs1)C(=O)Cn1nnc2ccccc21 (stereo unspecified)
14) Cc1ccc(O)c(CC(C)C)n1
15) CCCc1oc(C(=O)O)cc1CN1CCOCC1
16) COc1ccccc1C(=O)N1CCC(c2noc(-c3ccc(S(=O)(=O)N4CCCC4)cc3)n2)CC1
17) O=c1[nH]c(-c2cccnc2)nc2sc(-c3ccccc3)cc12
18) CSc1ccc(S(=O)(=O)N2CCCC2)cc1
19) O=C(c1cc2ccccc2oc1=O)N1CCN(c2ccc(F)cc2)CC1
20) Cc1ncnc2nc[nH]c12

assay / compound,11,12,13,14,15,16,17,18,19,20
TDP1 cell CPT,-13%,4%,-7%,-15%,4%,23µM*,0.52µM*,6%,-25%,1.8µM*
KAT2A inh,-12%,-3%,-2%,0%,u,-1%,-5%,0%,-5%,x
FEN1 inh,11%,17%,5%,11%,-4%,15%,1%,0%,14%,-3%

Some of the entries above in another layout.
No. | SMILES | TDP1 cell CPT | KAT2A inh | FEN1 inh
3 | Cc1ccc(NC(=O)CN(CCc2ccccc2)S(C)(=O)=O)cc1 | -16% | 0% | -3%
4 | Cc1c(C)n(C)c2ccc(C(=O)NCCCN3CCN(C)CC3)cc12 | -1% | -5% | -3%
5 | CCC(=O)Nc1ccc(C(=O)NCc2ccccn2)cc1 | 5% | -1% | 2%
6 | O=C(CSc1nc(=O)n2ccccc2n1)Nc1ccc2c(c1)OCCO2 | u | -2% | -2%
7 | COc1ccc(NC(=O)c2cc(C)no2)cc1OC | 13% | 1% | 12%
8 | COC(=O)c1cccc(NC(=O)Nc2ccccc2OC)c1 | u | -4% | 15%
9 | CCOC(=O)c1nc2ccccc2nc1C | -16% | -2% | 5%
10 | CCOC(=O)N1CCC(N(CCCOC)C(=O)Nc2cccc(OC)c2)CC1 | u | -9% | -16%
11 | COC(=O)C1=C(NC(=O)c2ccc(C)cc2)CCS1 | -13% | -12% | 11%
12 | COc1cc2cnc(CCO[C@H]3CCCCO3)cc2cc1OC | 4% | -3% | 17%
13 | CCC(C)(C)NC(=O)C(c1ccncc1)N(Cc1cccs1)C(=O)Cn1nnc2ccccc21 (stereo unspecified) | -7% | -2% | 5%
14 | Cc1ccc(O)c(CC(C)C)n1 | -15% | 0% | 11%
15 | CCCc1oc(C(=O)O)cc1CN1CCOCC1 | 4% | u | -4%
16 | COc1ccccc1C(=O)N1CCC(c2noc(-c3ccc(S(=O)(=O)N4CCCC4)cc3)n2)CC1 | 23µM* | -1% | 15%
17 | O=c1[nH]c(-c2cccnc2)nc2sc(-c3ccccc3)cc12 | 0.52µM* | -5% | 1%
18 | CSc1ccc(S(=O)(=O)N2CCCC2)cc1 | 6% | 0% | 0%
19 | O=C(c1cc2ccccc2oc1=O)N1CCN(c2ccc(F)cc2)CC1 | -25% | -5% | 14%
20 | Cc1ncnc2nc[nH]c12 | 1.8µM* | x | -3%

More records
21) O=C(Nc1ccccc1)c1ccc(-c2ccccc2)s1
22) Cc1ccc(C(=O)N2CCNC(=O)C2CC(=O)Nc2ccccc2)cc1 (stereo unspecified)
23) COc1ccc(OCC(=O)Nc2cccc(-c3nc4ccccc4[nH]3)c2)cc1
24) O=C(N/N=C/c1ccc(O)c(O)c1)c1cccc(S(=O)(=O)N2CCCCC2)c1
25) Nc1ccc2nc3c(=O)n(CCc4ccccc4)c(=O)[nH]c3nc2c1
26) CN(C)S(=O)(=O)c1ccc(Cl)c(NC(=O)COC(=O)c2ccc3c(c2)NC(=O)CS3)c1
27) Cn1c(=O)c2c(SCC(=O)N3CCc4ccccc43)nc(-c3ccccc3Cl)nc2n(C)c1=O
28) COc1ccc(-n2c(=O)c(C)nc3cnc(N4CCNCC4)nc32)cc1
29) CCCCn1c(N)c(N(CC)C(=O)c2cccc(S(=O)(=O)N3CCN(C)CC3)c2)c(=O)[nH]c1=O
30) O=C1c2cccc3cccc(c23)C(=O)N1CC1CCCO1 (stereo unspecified)

assay / compound,21,22,23,24,25,26,27,28,29,30
TDP1 cell CPT,-7%,-6%,15µM*,u,-8%,u,6%,1%,3%,u
KAT2A inh,0%,-3%,-27%,-1%,-25%,-15%,-6%,1%,0%,-16%
FEN1 inh,-2%,-11%,-8%,3%,u,10%,14%,x,3%,-9%

31) O=C(NC1CCCCC1)C1CC(=O)N(c2ccc(Cl)cc2)C1 (stereo unspecified)
32) Cc1[nH]c2ccccc2c1/C=N/NC(=O)c1cc(-c2cccs2)[nH]n1
33) Cc1ccc(C(=O)NNC(=O)C2CCN(S(=O)(=O)c3ccc(C)cc3)CC2)cc1
34) Cc1ccc(CNC(=O)COC(=O)Cn2nc(C)c([N+](=O)[O-])c2C)cc1
35) CCCN(CCC)CC(O)Cn1cc(/C=C/C(=O)c2ccc(OC)cc2)c2ccccc21 (stereo unspecified)
36) Cc1ccc(Nc2nc(NCc3ccco3)nc3nccnc23)cc1
37) COCCN=C1NC(=O)C(CC(=O)Nc2cccc(Cl)c2C)S1 (stereo unspecified)
38) Cc1ccc(S(=O)(=O)Nc2cc3c(C(=O)O)c(C)oc3c3ccccc23)c(C)c1
39) CCC(C(=O)NCc1ccccc1Cl)n1nc(C)c2sc3ccccc3c2c1=O (stereo unspecified)
40) COc1cc(NC(=O)CSc2ccc(-c3sc(C)nc3C)nn2)cc(OC)c1

assay / compound,31,32,33,34,35,36,37,38,39,40
TDP1 cell CPT,-10%,u,1%,-5%,u,u,8%,-11%,18µM*,21µM*
KAT2A inh,-5%,-8%,-3%,0%,-15%,x,-3%,-12%,0%,-2%
FEN1 inh,12%,u,5%,-1%,-22%,-10%,0%,-1%,15%,-5%

41) C=CCc1c(C)nc(SC)nc1Nc1ccc(C(=O)O)cc1
42) CCOC(=O)C(C)Sc1nc2c(c(-c3cccs3)c1C#N)CCC2 (stereo unspecified)
43) Cc1ccc(C(=O)N2CCn3c4c(c5cc(C)ccc53)CCCC42)cc1 (stereo unspecified)
44) COc1ccc(-c2c(NC(=O)c3ccco3)oc3c(C)cccc3c2=O)cc1OC
45) CCC(Sc1nc2cc3c(cc2c(=O)n1CCCC(=O)NCc1ccc2c(c1)OCO2)OCO3)C(=O)NCCCOC (stereo unspecified)
46) COc1ccccc1NC(=O)CN1CCN(C(=O)c2ccco2)CC1
47) CN(CC(=O)NC1CCN(Cc2ccccc2)CC1)S(=O)(=O)c1ccc(Cl)cc1
48) Brc1ccc(COc2ncnc3ccccc23)cc1
49) CC1=NN(c2cccc(C(=O)O)c2)C(=O)/C1=C\C=C/c1ccccc1
50) Cc1ccccc1N=Nc1c(O)n(C)c2ccccc12

assay / compound,41,42,43,44,45,46,47,48,49,50
TDP1 cell CPT,-10%,-26%,u,u,-4%,u,u,3%,0.58µM*,u
KAT2A inh,2%,0%,-8%,-4%,-1%,0%,1%,-5%,-19%,-20%
FEN1 inh,4%,-25%,3%,-3%,1%,1%,-7%,-4%,79µM*,18%

51) CCc1nnc(NC(=O)CCN2C(=O)c3ccccc3S2(=O)=O)s1
52) Cc1nc2nc(C)c(CCC(=O)NCc3ccc4c(c3)OCO4)c(C)n2n1
53) CCOC(=O)c1nc(Nc2ccc(OC)cc2)c2ccccc2n1
54) O=C(NNC(=O)c1ccc2ccccc2n1)c1ccc(O)cc1
55) COc1cccc(CN(Cc2ccco2)S(=O)(=O)c2ccc(S(=O)(=O)NCc3ccccc3)cc2)c1OC
56) CCOc1ccc(Cn2nnc(C(=O)Nc3cccc(SC)c3)c2N)cc1
57) Cc1ccc(OCC(=O)Nc2nnc(S(=O)(=O)N3CCCCCC3)s2)cc1C
58) CCOC(=O)N1CCc2c(sc(NCc3cccc(F)c3)c2C(=O)Nc2ccc(OC)cc2)C1
59) Cn1c(=O)cc(SCC(=O)N2CCN(c3ccccc3F)CC2)c2cc(Cl)ccc21
60) COc1ccc(NC(=S)N(CCc2c(C)[nH]c3ccc(C)cc23)Cc2cccs2)cc1

assay / compound,51,52,53,54,55,56,57,58,59,60
TDP1 cell CPT,2%,-1%,u,u,29µM*,-29%,14%,u,u,16µM*
KAT2A inh,-4%,-4%,8%&2%,-1%,-3%,-2%,2%,-30%,-5%,-10%
FEN1 inh,-1%,-1%,9%&1%,-6%,-24%,-3%,-17%,-9%,-1%,-4%

61) Cc1ccc2c(c1)C(O)(CC(=O)c1cccnc1)C(=O)N2 (stereo unspecified)
62) O=C(CC1Sc2ccccc2NC1=O)OCC(=O)N1CCc2ccccc21 (stereo unspecified)
63) CCOC(=O)c1cc(-c2ccc(C)cc2)n(CC(=O)Nc2ccc(OC)cc2OC)c1C
64) COC(=O)c1ccccc1NC(=S)N(Cc1ccc2c(c1)OCO2)Cc1cc2ccc(OC)cc2[nH]c1=O
65) O=C(c1cc(-c2ccc(O)cc2)on1)N1CCCC1
66) Cc1nnc(SCC(=O)Nc2ncc3c(n2)CC(c2ccccc2)CC3=O)s1 (stereo unspecified)
67) O=C(CC(=O)c1ccccc1)Nc1ccccc1C(F)(F)F
68) CC(=O)N1N=C(N)SC12CCCC2
69) COc1ccc(OC)c(CNC(=O)CN(c2ccc(C)cc2)S(=O)(=O)N(C)C)c1
70) O=C(/C=C/c1ccc(O)c(O)c1)NC(=O)c1ccccc1O

assay / compound,61,62,63,64,65,66,67,68,69,70
TDP1 cell CPT,-16%,-15%,23µM*,-1%,-10%,u,4%,-1%,-14%,15%[9.04 µM]
KAT2A inh,-4%,-3%,0%,-5%,-5%,-8%,-12%,2%,-3%,-1%
FEN1 inh,3%,5%,12%,11%,13%,2%,-14%,9%,-8%,u

71) O=C1CN(C(=O)/C=C/c2ccc(Cl)cc2Cl)CCN1
72) Cc1nn(C)cc1NC(=O)c1ccc(Br)o1
73) COC(=O)c1ccc(CNC(=O)c2ccc(S(=O)(=O)N(C)c3ccccc3OC)cc2)cc1
74) CC(C)(C(=O)c1ccccc1)/[N+]([O-])=C/c1ccccc1F
75) CCCCn1c(N)c(N(CCC(C)C)C(=O)C2CCCO2)c(=O)[nH]c1=O (stereo unspecified)
76) CCN1C(=O)[C@H]2[C@@H](c3ccc(-c4ccc(F)cc4)cc3)N3CCCC[C@@]3(C(=O)OC)[C@H]2C1=O

assay / compound,71,72,73,74,75,76
TDP1 cell CPT,13%,-4%,u,8%,-9%,u
KAT2A inh,-5%,-5%,-6%,x,-3%,-11%
FEN1 inh,5%,0%,-23%,-1%,9%,6%
